# mcGAS lum: cyclic GMP-AMP synthase inhibitors, mouse, primary biochemical chemiluminescence; Q8C6L5; recombinant cGAS, Kinase-Glo ATP depletion luminescence; inhibition, % at 12.5 µM; 0.15% of 160,000 active;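 also: 0% = negative control wells and 100% = reference inhibitor with no enzyme activity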
# NPYLR7 ag: agonists of mosquito NPYLR7 receptor, primary screen, cell-based, Aedes aegypti, calcium fluorescence, mosquito biting behavior; 0.15% of 270,000 active; activation, % at 10 µM; HEK293T NPYLR7/Galpha15, GCaMP6s calcium fluorescence; Aedes aegypti neuropeptide Y-like receptor 7 (NPYLR7); in the data active = activation above about 40%;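 also: 0% = vehicle and 100% = reference agonist at the receptor; some compounds past the cut are filed as inactive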
# hcGAS lum: Primary biochemical luminescence assay for human cyclic GMP-AMP synthase inhibitors | Q8N884 | recombinant h-cGAS, ATP depletion, Kinase-Glo luminescence | inhibition, % at 12.5 µM | 0.081% of 290,000 active | AID 1259398, 2018;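 also: 0% = vehicle reaction and 100% = reaction without DNA for no activity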
# Target sequence (Q8N884 whole entry, looked up): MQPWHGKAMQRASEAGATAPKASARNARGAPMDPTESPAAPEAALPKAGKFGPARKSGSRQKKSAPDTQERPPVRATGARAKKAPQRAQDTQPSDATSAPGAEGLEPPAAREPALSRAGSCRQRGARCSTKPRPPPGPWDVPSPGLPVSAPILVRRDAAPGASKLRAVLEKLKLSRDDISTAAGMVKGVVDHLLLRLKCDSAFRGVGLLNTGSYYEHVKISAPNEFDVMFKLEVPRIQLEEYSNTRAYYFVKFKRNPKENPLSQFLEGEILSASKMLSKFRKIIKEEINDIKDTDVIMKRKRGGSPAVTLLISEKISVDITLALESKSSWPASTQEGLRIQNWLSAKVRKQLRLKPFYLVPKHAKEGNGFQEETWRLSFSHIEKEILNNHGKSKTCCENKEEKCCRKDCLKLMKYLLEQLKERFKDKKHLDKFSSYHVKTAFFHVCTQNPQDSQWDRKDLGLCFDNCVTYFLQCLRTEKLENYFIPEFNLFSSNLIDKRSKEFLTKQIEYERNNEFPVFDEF
# Active calls of the source: *; nt = no result given; & = joins results of further samples. Rule as the data show it, unless noted: active = inhibition above about 40%; inactive = the rest.
SMILES,mcGAS lum,NPYLR7 ag,hcGAS lum
O=[N+]([O-])c1cccc(OCCCNC(=S)Nc2c(Cl)cccc2Cl)c1,-3,-5,-5
Cc1c(C)n2c3c(=O)n(Cc4ccc(F)cc4)c(=O)n(C)c3nc2n1CCCN1CCOCC1,nt,4,1
CC(C)=CCCC1(C)C=Cc2c(O)c3c(c(CC=C(C)C)c2O1)OC12C(=CCCC1C(C)(C)O[C@@]2(C/C=C(\C)C(=O)O)C(=O)O)C3=O (some centres not stated),58*,nt,68*
Cc1cc(C)nc(SCc2cc(=O)c(OC(=O)c3cc(Cl)ccc3Cl)co2)n1,-4,-11,-6
CNS(=O)(=O)c1cccc(S(=O)(=O)NCC23CC4CC(CC(C4)C2)C3)c1,-10,-1,-6
O=C(c1cnn2c(C(F)(F)F)cc(-c3ccc4c(c3)OCO4)nc12)N(Cc1ccccc1)Cc1ccccc1,-5,-4,-1
N=C(N)Sc1cn(CCNC(=O)c2ccc(Cl)cc2Cl)c2ccccc12,-6,-7,-6
COc1ccccc1Cc1noc(-c2ccc(C#N)cc2)n1,-5,-1,-3
NC(=O)Cn1c(CO)c[nH]c1=S,nt,-1,4
CSCc1cccc(NS(=O)(=O)c2cn[nH]c2)c1,-17,-4,-7
CCOC(=O)[C@H]1[C@@H](O)C(=O)N(Cc2ccccc2)C12CCNCC2,-9,4,-1
Cc1cccc(Cn2c(C(=O)N3CCN(S(=O)(=O)c4ccc(F)cc4)C(C)C3)cc3ccsc32)c1 (configuration not stated),-8,nt,-12
Cc1c(C(=O)NCc2ccccc2C(F)(F)F)sc(=O)n1Cc1ccc(F)cc1,nt,-8,2
Cc1cn2c3c(=O)n(CCCc4ccccc4)c(=O)n(C)c3nc2n1CCCO,-9,-2,-6
COC(=O)C1=C(O)/C(=C\c2ccc(OC)cc2O)SC1=Nc1ccc(C)cc1,-6,12,-8
CC1C=CCC2C(=O)N(c3ncn[nH]3)C(=O)C12 (configuration not stated),-4,11,-2
CC(Oc1ccccc1F)C(=O)NNS(=O)(=O)c1ccc(F)c(Cl)c1 (configuration not stated),nt,-2,-5
C[C@H](C(=O)NCC(C)(C)C)N1Cc2ccc(-c3ccnn3C)nc2C1=O,-5,-15,-5
COc1ccc(C(=O)NC(=S)Nc2cc(C(C)(C)C)ccc2O)cc1OC,nt,1,-5
Cc1ccc(C2CCCC2N(C)c2c(C#N)c(=O)n(C)c(=O)n2C)cc1 (configuration not stated),nt,1,-10
CC1(C(=O)Nc2cccc3c2CCCC3)CCN1C(=O)C/C=C/c1ccccc1 (configuration not stated),1,-7,5
CCc1nc2ccc(C(=O)N(C)CCN(C)C)cn2c1N(C)C(=O)c1ccncc1,-1,4,-2
O=C1CC(c2cccc(-n3cccn3)c2)c2cnn(Cc3cccnc3)c2N1 (configuration not stated),nt,0,-7
CCN(CC)c1ccc(/C=C2/SC(=Nc3ccccc3Cl)NC2=O)cc1,0,-6,6
Cc1nc(CS(=O)(=O)C(C)c2ccc(OC(F)F)cc2)cs1 (configuration not stated),nt,9,-8
Cc1cccc(COCC2CN(C(=O)Cc3ccccc3C)CCO2)c1 (configuration not stated),nt,27,-5
C=CCn1c(SCc2ccc(Cl)cc2)nc2c1c(=O)[nH]c(=O)n2C,nt,0,-13
O=S(=O)(NCc1ccco1)c1ccc(Cl)c(Cl)c1Cl,-1,1,0
CCOC(=O)c1cc(-c2ccccc2)sc1NC(C)=O,-4,13,-7
NC(=O)c1cc2ccc(O)cc2oc1=Nc1cccc2ccccc12,nt,-7,-5
COc1cccc(C(C2Sc3ncnn3C2=O)N2CC(C)CC(C)C2)c1 (configuration not stated),-1,-3,1
Cc1c(N)cccc1S(=O)(=O)NC(C)(C)C,4,3,0
Cc1ccccc1N=c1scc(C)n1CCCO,-8,-4,-6
Cc1cccc2sc(N(Cc3cccnc3)C(=O)c3ccc(S(=O)(=O)N(C)C)cc3)nc12,-7,-2,-4
CCN1CCN(C(=O)NC(C(=O)NC2C(=O)N3C(C(=O)O)=C(CSc4nnnn4C)CSC23)c2ccc(O)cc2)C(=O)C1=O (configuration not stated),nt,29,0
CC(=O)N(c1ccccc1)c1nc(COC(=O)c2ccc(Cl)c(S(N)(=O)=O)c2)cs1,-9,1,-5
COc1ccccc1OCC1CN(C(=O)C(C)Oc2cccc(Cl)c2)CCO1 (configuration not stated),nt,5,-3
Cc1cc(F)ccc1NC(=O)CCC1CCCN(C(=O)C2=CC(=O)CC(C)(C)O2)C1 (configuration not stated),-10,nt,-4
Cc1nnc2ccc(OCCNS(=O)(=O)c3ccc(-c4ccccc4)cc3)nn12,-9,2,-9
CCc1c(C)nn(CC(=O)N2CCNCC2C(=O)N2CCOCC2)c1C (configuration not stated),nt,10,-5

# Compound profiles, from the list above. Screens in order: mcGAS lum | NPYLR7 ag | hcGAS lum
# COC(=O)C1=C(O)/C(=C\c2ccc(OC)cc2O)SC1=Nc1ccc(C)cc1 reads -6 | 12 | -8
# Cc1ccccc1N=c1scc(C)n1CCCO reads -8 | -4 | -6
# CC(=O)N(c1ccccc1)c1nc(COC(=O)c2ccc(Cl)c(S(N)(=O)=O)c2)cs1 reads -9 | 1 | -5

# (next part)
SMILES,mcGAS lum,NPYLR7 ag,hcGAS lum
C=CC[C@@]1(C)C(=O)CC[C@@]23COC[C@@H]2CCC[C@@H]31,nt,7,-4
Cc1cc(C)n(C)c(=O)c1C(=O)NCc1ccc(-c2ccccn2)s1,-16,5,-6
CN1CCC(Cc2noc(-c3cccnc3N3CCOCC3)n2)CC1,3,-5,-1
Cc1cccc2c(=O)c(-c3ccccc3)c(NC(=O)c3ccco3)oc12,nt,3,-1
O=C(c1ccco1)N1CCN(C(=S)NC2CC3CCC2C3)CC1 (configuration not stated),nt,2,-7
O=C(CC1(O)C(=O)Nc2ccc([N+](=O)[O-])cc21)c1cccs1 (configuration not stated),nt,3,-6
Cn1cc(/C=C2/C=c3c(F)cc(Br)cc3=C2O)cn1,-10,7,-5
CC(NCCC(=O)Nc1cccnc1)c1cnn(-c2ccccc2)c1 (configuration not stated),nt,23,-5
CCc1nc(C)sc1CNC1CCCNC1 (configuration not stated),nt,19,-10
CCN1CCCC1CNC(=O)CCC1CCN(Cc2cc(OC)ccc2O)CC1 (configuration not stated),nt,7,-4
Cc1cccc(-n2nc(C(C)(C)C)cc2NC(=O)CN(CC(C)C)C(=O)CCc2ccccc2)c1C,-5,21,-3
CCOC(=O)c1cnn(Cc2ccccc2Cl)c1N,-1,-8,0
CC(C)Cn1nccc1NC(=O)c1cc2ccccc2o1,nt,-6,-4
CN1CCN(CCc2ccc(Cl)c(Cl)c2)CC1,nt,-8,-1
COc1ccc(OCCC(=O)N2CCCC(N(C)C)C2)cc1 (configuration not stated),nt,-3,0
CCOC(=O)N1CCN(C(=O)c2cc(-c3ccc(Cl)cc3)nc3ccccc23)CC1,0,-18,0
CCCOc1ccc(-c2ccc(-c3noc(-c4cccc([N+](=O)[O-])c4)n3)cc2)cc1,-4,-5,4
Cc1sc2nc(C(C)C)nc(N3CCN(C(=O)c4cccs4)CC3)c2c1C,-2,-9,0
O=C(O)c1[nH]ncc1CN1CCCC(c2[nH]ncc2Cc2ccccc2)C1 (configuration not stated),-22,3,-6
COP(=Nc1ccccc1[N+](=O)[O-])(c1ccc(C)o1)C(C)(C)C (configuration not stated),0,9,2
Nc1ccnc(Cc2ccccc2)n1,nt,4,-2
CN(CC(=O)Nc1sccc1C#N)S(=O)(=O)c1ccc(Cl)s1,-7,15,-10
CCOC(=O)c1cc(C(C)CC(C)(C)C)sc1NC(=O)c1c(OC)cccc1OC (configuration not stated),-2,-7,-1
c1ccc(SCCNCc2ccccn2)cc1,-3,3,-9
N#Cc1c(-c2ccc3c(c2)OCO3)nc(N2CCCCC2)[nH]c1=O,nt,-2,7
Cc1ccc(N2CCCS2(=O)=O)cc1NC(=O)c1c(C)nc2ccccn12,nt,-3,-10
COc1ccccc1-c1cc(C(=O)NCc2ccco2)nc2cc(C(C)(C)C)nn12,-8&-6,-7&19,-9&-2
CC(=O)NC(CC(C)C)C(=O)N1CCN(Cc2cccc(-c3noc(-c4cccs4)n3)c2)CC1 (configuration not stated),1,4,3
CC(=O)c1cccc(NC(=O)COC(=O)c2nc(Cl)c(Cl)c(Cl)c2Cl)c1,-5,19,-3
CC(=O)c1ccc(N2CCCC(CO)(CCc3ccccc3)C2)nc1 (configuration not stated),-16,-1,-4
Cc1ccc(C2CSCCN2Cc2ccc(C#N)cc2F)cc1 (configuration not stated),nt,15,-7
O=C(c1n[nH]c(=O)c2ccccc12)N(Cc1ccccc1F)C1CC1,-7,10,-8
C=C(C)CN(CC)c1nc(-c2ccc(Oc3ccccc3)cc2)nc2ccccc12,0,1,3
CCc1nnsc1C(=O)NC(C)c1cc(F)ccc1F (configuration not stated),-6,-2,-1
CC(C)c1nccn1-c1ccc(-c2ccn[nH]2)cc1,-15,5,-5
CN(Cc1ccccc1)C1(C(=O)NCCN2CCOC2=O)Cc2ccccc2C1,nt,7,-9
CCOc1ccccc1C(=O)N1CCC(c2cn(Cc3cccc(F)c3)c3ccccc23)CC1,-5,-2,-3
CN(Cc1ccc(N(C)C)cc1)C(=O)CCl,nt,-1,-2
O=C(c1ccc(CSc2c(Cl)cccc2Cl)cc1)N1C2CCC1CC(Oc1ccc(F)cc1F)C2 (configuration not stated),-5,4,-6
COc1ccc(OCCN2CCC(C(=O)NC(c3ccc(F)cc3)c3cnccn3)CC2)cc1 (configuration not stated),-2,12,-3
CCc1ccc(S(=O)(=O)c2cnc(SCC(=O)Nc3cccc(Cl)c3)[nH]c2=O)cc1,-5,0,-2
Cc1nnc(NC(=O)CN2CCN(Cc3nc(C(C)(C)C)cs3)CC2)s1,-3,-18,1
CO[C@@H]1CCOC[C@H]1NC(=O)CCCn1nc(C)cc1C,-7,nt,-7
Cc1nc2c(=O)n(CC(=O)c3ccc4c(c3)CCCC4)nc(-c3ccco3)c2s1,-8,-1,-3
CCCC1(C2CCN(Cc3nccn3C(C)C)CC2)NC(=O)NC1=O (configuration not stated),nt,6,-5
CCCCC(=O)Nc1cccc(Cl)c1S(C)(=O)=O,-4,4,-4
CCNC(=O)c1cn(CCc2ccccc2)cc(C(=O)NCC2OCCc3ccccc32)c1=O (configuration not stated),-2,-11,-4
CN(Cc1cc(C(C)(C)C)n[nH]1)C(=O)COc1cccnc1,nt,0,-1
Cc1c(NC(=O)C(C)(C)C)cccc1C(=O)NCC1CCCN(C)C1 (configuration not stated),nt,8,0
O=[N+]([O-])c1cc(S(=O)(=O)N2CCCC2)ccc1NN=Cc1c(-c2ccccc2)nc2sccn12,-8,-9,-7
CCOC(=O)c1oc2ccc(Br)cc2c1COC(=O)C1=COCCO1,nt,-4,-3
COCC(=O)NC1CCN(c2ccccc2C(=O)N2CCN(c3ccccn3)CC2)CC1,-3,0,-6
COc1ccc(-c2nn(-c3ccccc3)cc2C=NNC(N)=S)cc1[N+](=O)[O-],-6,-1,-5
Cc1ccc(CN2CCCC(CNS(C)(=O)=O)C2)c2cccnc12 (configuration not stated),nt,1,-8
CCc1nc2n(n1)C(=O)C(C(c1cccs1)N1CCN(CCO)CC1)S2 (configuration not stated),-7,-2,-6
CCOc1ccc(CNc2nnnn2C)cc1,-3,4,-2
CCC1CCCCN1c1nc(-c2ccccc2F)nc2ccccc12 (configuration not stated),-5,0,-2
COCC(=O)NCCCn1nc(-c2ccccc2)ccc1=O,nt,1,3
CC(=O)Nc1ccc(/C=N\Nc2nc(N3CCOCC3)nc(N3CCOCC3)n2)cc1,nt,-2,-2
O=C(c1ccccc1Cl)N1CCCC(OCc2cc(F)cc(F)c2)C1 (configuration not stated),-1,-21,-5
# Next part
SMILES,mcGAS lum,NPYLR7 ag,hcGAS lum
CC(=O)c1c(C)n(S(=O)(=O)N(C)C)c2ccc(NS(=O)(=O)N(C)C)cc12,nt,-6,-5
COC(=O)C(=O)N1CCN(c2nccc(-c3ccco3)n2)CC1,1,-6,1
COc1ccc(-c2cc(N)n(-c3ccc(C(=O)N[C@H](CO)Cc4ccccc4)cc3)n2)cc1,nt,-8,-3
CC(C)CCC1(CCNCc2ccco2)CCOC(C)(C)C1 (configuration not stated),-6,nt,-16
Clc1ccccc1Cc1noc(CN2CCCCC2c2ccccn2)n1 (configuration not stated),nt,4&-8,-1&2
O=C(Nc1ccc(-n2nc(OCc3ccc(F)cc3)nc2-c2ccc(C(F)(F)F)cc2)cc1)Nc1ccc(F)cc1F,-7,27,-1

# Arranged by count of non-hydrogen atoms (low to high): eleven of the compounds above.
SMILES,mcGAS lum,NPYLR7 ag,hcGAS lum
CCOc1ccc(CNc2nnnn2C)cc1,-3,4,-2
CC(C)CCC1(CCNCc2ccco2)CCOC(C)(C)C1 (configuration not stated),-6,nt,-16
COC(=O)C(=O)N1CCN(c2nccc(-c3ccco3)n2)CC1,1,-6,1
Cc1ccc(CN2CCCC(CNS(C)(=O)=O)C2)c2cccnc12 (configuration not stated),nt,1,-8
CCC1CCCCN1c1nc(-c2ccccc2F)nc2ccccc12 (configuration not stated),-5,0,-2
CCc1nc2n(n1)C(=O)C(C(c1cccs1)N1CCN(CCO)CC1)S2 (configuration not stated),-7,-2,-6
COc1ccc(-c2nn(-c3ccccc3)cc2C=NNC(N)=S)cc1[N+](=O)[O-],-6,-1,-5
CC(=O)Nc1ccc(/C=N\Nc2nc(N3CCOCC3)nc(N3CCOCC3)n2)cc1,nt,-2,-2
COCC(=O)NC1CCN(c2ccccc2C(=O)N2CCN(c3ccccn3)CC2)CC1,-3,0,-6
COc1ccc(-c2cc(N)n(-c3ccc(C(=O)N[C@H](CO)Cc4ccccc4)cc3)n2)cc1,nt,-8,-3
O=C(Nc1ccc(-n2nc(OCc3ccc(F)cc3)nc2-c2ccc(C(F)(F)F)cc2)cc1)Nc1ccc(F)cc1F,-7,27,-1

# From PubChem BioAssay

# Hits appear at their usual frequency (roughly 0.27% active in at least one column).
